Bioassay records (PubChem)
HT1080-NT tox = kills 2HG-producing HT-1080-NT fibrosarcoma cells. Potency, µM (doses to about 46.1 µM), without a hit: top-dose activity, negative = less viability, most hits filed as cytotoxic. 1.6% of 360,000 active. HT-1080-NT fibrosarcoma viability, CellTiter-Glo ATP luminescence, 48 h. AID 686970;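 further: NT is the 2HG producing partner of a matched IDH1 knockdown line; potency means the concentration at half of the fitted maximal effect; 0% = DMSO-treated cells and -100% = media-only wells without cells; nearly all actives have a fitted effect of over 55% in size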
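HT-1080-NT fibrosarcoma cells (2HG-overproducing), 750 cells/well in RPMI with 5% FBS, dosed after 2 h and incubated 48 h at 37C. CellTiter-Glo luminescence normalized to DMSO and no-cell wells; concentration-response curves fitted and classed.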
D3 ag = D3 dopamine receptor (human) agonism | AID 652048 | D3R DiscoveRx beta-arrestin cells, luminescence, 90 min | P35462 | max activation, % | 0.58% of 410,000 active; in the data active means max activation above about 30%; further: 0% is about no effect; mostly tested at two doses, the higher about 12 µM
Target sequence (P35462 whole entry, looked up): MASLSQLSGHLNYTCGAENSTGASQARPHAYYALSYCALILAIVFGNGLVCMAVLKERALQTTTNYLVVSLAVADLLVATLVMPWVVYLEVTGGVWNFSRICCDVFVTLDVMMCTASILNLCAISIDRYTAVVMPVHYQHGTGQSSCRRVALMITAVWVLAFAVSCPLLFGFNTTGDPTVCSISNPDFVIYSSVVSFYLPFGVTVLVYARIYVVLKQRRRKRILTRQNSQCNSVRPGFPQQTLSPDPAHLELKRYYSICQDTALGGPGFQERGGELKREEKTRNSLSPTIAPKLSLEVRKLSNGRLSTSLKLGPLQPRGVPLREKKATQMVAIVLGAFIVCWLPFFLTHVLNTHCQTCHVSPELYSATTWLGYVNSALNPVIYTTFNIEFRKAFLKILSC
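Agonist mode: compounds and dopamine controls were applied to plated cells for 90 min at 37 degrees C after an overnight attachment at 1500 cells/well. Luminescent read-out followed 30 - 60 minutes at room temperature with DiscoveRx detection reagent.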
IL1B secr inh = blocks inflammasome-driven IL-1 beta release; THP-1 LPS/ATP IL-1B secretion, AlphaLISA, 16 h; active compounds read low; activity change, % at 57.5 µM; 4.7% of 360,000 active; AID 743279; in the data active means activity change below about -50%; inconclusive means mostly about -30% to -49%; further: on the % scale 0 is the no-effect control and ±100 the full control effect
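THP-1 cells pretreated 1 hr with compounds (up to 57.5 uM final), then stimulated with LPS (250 ng/mL final) plus ATP (1.25 mM final); secreted IL-1B measured by AlphaLISA after 16 hr, decreased signal indicating inhibition.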
SW480 rerep = DNA re-replication induction in SW480 cells; SW480 DNA re-replication, Hoechst DNA content imaging, 48 h; Potency, µM (top dose mostly 46.1 µM), inactives show at the highest dose re-replication activation, usual class: activators; 1.8% of 340,000 active; further: potency means the concentration at half of the fitted maximal effect; % of control where 0% means no effect; nearly all actives have a fitted effect of over 55% in size
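Per well, 250 cells were exposed to pinned compound for 48 hr. Nuclear DNA was visualised with Hoechst (40 min, 37 C) and total object intensity recorded by fluorescence scanning.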
DRD3 antagonist = antagonists of human D3 dopamine receptor; D3R cells, DiscoveRx beta-arrestin luminescence, antagonist mode; active compounds read low; 2.5% of 360,000 active; max response, negative = inhibition, %; P35462; in the data active means max response below about -50%; inconclusive means no clear call, values can overlap the other calls; further: on the % scale 0 is the no-effect control and ±100 the full control effect; mostly tested at two doses, the higher about 12 µM
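Cells plated overnight at 1500 cells/well, then exposed to library compounds with dopamine controls for 90 minutes at 37 degrees C. DiscoveRx reagent added for 30–60 minutes at room temperature; luminescence read, quantitative HTS format.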
KB-3-1 tox = kills parental KB-3-1 adenocarcinoma cells | 1.4% of 400,000 active | Potency, µM (top dose mostly 46.1 µM), for the others: at the highest dose activity change, negative = cytotoxic, actives largely listed as cytotoxic | AID 1347075 | KB-3-1 viability, CellTiter-Glo ATP luminescence, 72 h; further: potency means the concentration at half of the fitted maximal effect; on the % scale 0 is the no-effect control and ±100 the full control effect; nearly all actives have a fitted effect of over 60% in size
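Cytotoxicity measured as CellTiter-Glo luminescence after 72 h at 37 C. Compound titrations were pinned onto drug-naive KB-3-1 parental adenocarcinoma cells grown in DMEM with 10% FBS, and normalized data fitted to concentration-response curves.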
GLP1R ag = activates the human GLP-1 receptor; P43220; HEK293 GLP-1R CRE-luciferase, luminescence, 4-6 h; cells express a hypersensitive GLP-1R form; Potency, µM (highest dose often 45.6 µM), for inactives: at the highest dose activation, usual class: activators; 0.007% of 380,000 active; AID 624172; further: potency means the concentration at half of the fitted maximal effect; % of control where 0% means no effect
Target sequence (P43220 whole entry, looked up): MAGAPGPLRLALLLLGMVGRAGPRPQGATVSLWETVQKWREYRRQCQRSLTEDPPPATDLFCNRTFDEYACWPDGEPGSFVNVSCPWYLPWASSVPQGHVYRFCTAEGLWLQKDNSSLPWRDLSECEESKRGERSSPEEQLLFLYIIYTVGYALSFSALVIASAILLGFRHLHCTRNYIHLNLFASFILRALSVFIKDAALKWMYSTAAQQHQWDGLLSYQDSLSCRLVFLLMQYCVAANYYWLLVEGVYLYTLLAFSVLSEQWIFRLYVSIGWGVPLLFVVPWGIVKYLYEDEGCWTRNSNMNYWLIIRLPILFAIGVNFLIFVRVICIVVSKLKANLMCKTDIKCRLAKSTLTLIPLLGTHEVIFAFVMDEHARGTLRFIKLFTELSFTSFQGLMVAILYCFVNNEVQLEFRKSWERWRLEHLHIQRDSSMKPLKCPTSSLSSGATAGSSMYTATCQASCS
HT1080 IDH1KD tx = toxicity to HT-1080 IDH1 knockdown cells (counter line); HT-1080 IDH1 knockdown viability, ATP luminescence, 48 h; Potency, µM (highest dose often 46.1 µM), inactives show at the highest dose activity, negative = toxicity, actives largely listed as cytotoxic; 2% of 360,000 active; AID 686971;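 further: potency means the concentration at half of the fitted maximal effect; 0% = DMSO wells and -100% = cell-free medium wells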
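Cytotoxicity counter-line: IDH1KD HT-1080, 48 h, CellTiter-Glo. Curves classed by r2, magnitude and activity.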
KB-V1 MDR tox = KB-V1 MDR subline cytotoxicity. KB-V1 MDR cells viability, CellTiter-Glo, 72 h. Potency, µM (titrated, usually from 46.1 µM), for the others: top-dose activity change, negative = cytotoxicity, hits mostly cytotoxic. 3.4% of 400,000 active. AID 1347076; further: potency means the concentration at half of the fitted maximal effect; on the % scale 0 is the no-effect control and ±100 the full control effect; nearly all actives have a fitted effect of over 60% in size
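Compound-treated KB-V1 multidrug-resistant cells, 72 h, 37 degrees C; viability by CellTiter-Glo. Fitted qHTS curves give the values.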
The depositor's hits bear a star; u = inconclusive; x = no result given; & = joins results of further samples; [ ] = remark or other dose. Unless noted, the call rests on the fitted dose curve; in most records, active means well fitted curve in the direction sought with a large enough effect; inconclusive means small, poorly fitted or top-dose-only effect, or another doubt; inactive means no such curve, though single readings can be large; an effect the other way counts as inactive or inconclusive. Not all compounds are listed; count on the stated rates, not on these rows.

Letter code: A = HT1080-NT tox; B = D3 ag; C = IL1B secr inh; D = SW480 rerep; E = DRD3 antagonist; F = KB-3-1 tox; G = GLP1R ag; H = HT1080 IDH1KD tx; I = KB-V1 MDR tox
1	COc1ccc2c(c1)c(C(=O)O)c(C)n2C(C)C
  A: -2% | B: 3 | C: 14 | D: 1% | E: -9 | F: 2% | G: -10% | H: 7% | I: 24%
2	Cc1ccc(N/N=C/c2c(O)n(-c3ccccc3)c(=O)[nH]c2=O)cc1
  A: u | B: 1 | C: 11 | D: -5% | E: 7 | F: 3% | G: 0% | H: 2.9µM* | I: 0%
3	Cc1ncc(CN2CCCC(C(=O)c3cccc(OC(C)C)c3)C2)s1 (centres undefined)
  A: 5% | B: -6 | C: 36 | D: 13% | E: -13 | F: -8% | G: 13% | H: 6% | I: -19%
4	CCOC(=O)[C@]12Cc3cc(C)ccc3[C@H]1N(C1CCCCC1)C(=O)c1cc(OC)ccc12
  A: 2.9µM* | B: -10 | C: -111* | D: x | E: -64* | F: 3.3µM* | G: -14% | H: 3.3µM* | I: 4.1µM*
5	Cc1nn(Cc2ccc(Cl)cc2Cl)c(Cl)c1C(=O)O
  A: -1% | B: -10 | C: 8 | D: u | E: -2 | F: -4% | G: -3% | H: -6% | I: 9%
6	CC(N)Cc1cn(Cc2ccccc2)c2ccccc12 (centres undefined)
  A: u | B: -15 | C: -90* | D: u | E: -9 | F: 23µM* | G: -11% | H: u | I: u
7	O=C(Nc1ccc(Cl)cc1C(=O)c1ccccc1)c1ccco1
  A: 5% | B: -4 | C: -30 | D: -3% | E: -22 | F: -3% | G: 11% | H: 0% | I: -10%
8	Fc1c(F)c(F)c(N2CCNCC2)c(F)c1F
  A: 0% | B: -16 | C: -11 | D: -4% | E: u | F: -3% | G: 0% | H: -17% | I: 3%
9	CCN(CC)CC(O)c1ccc(C2CCCC2)cc1 (centres undefined)
  A: -12% | B: -24 | C: -6 | D: 9% | E: -6 | F: -12% | G: -1% | H: -14% | I: -6%
10	CC(C)CN1Cc2cc(-c3ccccc3)ccc2-n2nncc2C1
  A: -2% | B: -2 | C: u | D: x | E: 1 | F: 0% | G: 17% | H: -6% | I: 4%
11	COC(=O)C1=C(c2ccc(OCc3ccccc3)cc2)C[C@@H]2CC[C@H]1N2C(=O)NCCN1CCOCC1
  A: -16% | B: -5 | C: 12 | D: 8% | E: -10 | F: -17% | G: 16% | H: -10% | I: -7%
12	CCOc1ccccc1N=C1SCCCN1C
  A: 10% | B: -31 | C: -1 | D: -3% | E: 6 | F: 5% | G: -3% | H: -12% | I: -3%
13	COc1ccc(CCNCc2ccc(Br)cc2)cc1OC
  A: -25% | B: -15 | C: -27 | D: -3% | E: -60* | F: 4% | G: -3% | H: -8% | I: 9%
14	O=c1[nH]cnc2nc(-c3ccc(N(CCCl)CCCl)cc3)[nH]c12
  A: u | B: 7 | C: -17 | D: 9.2µM* | E: 0 | F: u | G: u | H: 0.65µM* | I: u
15	Cc1ccc(-n2c(O)c(C=NCCN(C)C)c(=O)[nH]c2=O)cc1
  A: 27% | B: 2 | C: -4 | D: 0% | E: -4 | F: 25% | G: 1% | H: 17% | I: -3%

A different layout for some results above:
| nr | SMILES | HT1080-NT tox | D3 ag | IL1B secr inh | SW480 rerep | DRD3 antagonist | KB-3-1 tox | GLP1R ag | HT1080 IDH1KD tx | KB-V1 MDR tox |
| --- | --- | --- | --- | --- | --- | --- | --- | --- | --- | --- |
| 3 | Cc1ncc(CN2CCCC(C(=O)c3cccc(OC(C)C)c3)C2)s1 (centres undefined) | 5% | -6 | 36 | 13% | -13 | -8% | 13% | 6% | -19% |
| 4 | CCOC(=O)[C@]12Cc3cc(C)ccc3[C@H]1N(C1CCCCC1)C(=O)c1cc(OC)ccc12 | 2.9µM* | -10 | -111* | x | -64* | 3.3µM* | -14% | 3.3µM* | 4.1µM* |
| 5 | Cc1nn(Cc2ccc(Cl)cc2Cl)c(Cl)c1C(=O)O | -1% | -10 | 8 | u | -2 | -4% | -3% | -6% | 9% |
| 6 | CC(N)Cc1cn(Cc2ccccc2)c2ccccc12 (centres undefined) | u | -15 | -90* | u | -9 | 23µM* | -11% | u | u |
| 7 | O=C(Nc1ccc(Cl)cc1C(=O)c1ccccc1)c1ccco1 | 5% | -4 | -30 | -3% | -22 | -3% | 11% | 0% | -10% |
| 8 | Fc1c(F)c(F)c(N2CCNCC2)c(F)c1F | 0% | -16 | -11 | -4% | u | -3% | 0% | -17% | 3% |
| 9 | CCN(CC)CC(O)c1ccc(C2CCCC2)cc1 (centres undefined) | -12% | -24 | -6 | 9% | -6 | -12% | -1% | -14% | -6% |
| 10 | CC(C)CN1Cc2cc(-c3ccccc3)ccc2-n2nncc2C1 | -2% | -2 | u | x | 1 | 0% | 17% | -6% | 4% |
| 11 | COC(=O)C1=C(c2ccc(OCc3ccccc3)cc2)C[C@@H]2CC[C@H]1N2C(=O)NCCN1CCOCC1 | -16% | -5 | 12 | 8% | -10 | -17% | 16% | -10% | -7% |
| 12 | CCOc1ccccc1N=C1SCCCN1C | 10% | -31 | -1 | -3% | 6 | 5% | -3% | -12% | -3% |
| 13 | COc1ccc(CCNCc2ccc(Br)cc2)cc1OC | -25% | -15 | -27 | -3% | -60* | 4% | -3% | -8% | 9% |
| 14 | O=c1[nH]cnc2nc(-c3ccc(N(CCCl)CCCl)cc3)[nH]c12 | u | 7 | -17 | 9.2µM* | 0 | u | u | 0.65µM* | u |

(next part)
Letter code: A = HT1080-NT tox; B = D3 ag; C = IL1B secr inh; D = SW480 rerep; E = DRD3 antagonist; F = KB-3-1 tox; G = GLP1R ag; H = HT1080 IDH1KD tx; I = KB-V1 MDR tox
16	O=C(Cc1ccc(Br)cc1)N1CCN(Cc2ccccc2)CC1
  A: -25% | B: 0 | C: 0 | D: 0% | E: 4 | F: u | G: 5% | H: u | I: u
17	CC(=O)O[C@H]1CCC2C3CC[C@H]4[C@@H](O)[C@H](O)CC[C@]4(C)C3CC[C@@]21C (some centres undefined)
  A: 2% | B: 2 | C: 11 | D: -26% | E: 12 | F: 2% | G: 3% | H: u | I: 18%
18	C=CCn1c(O)c(C=NCCN(C)C)c(=O)[nH]c1=O
  A: 13% | B: 2 | C: 16 | D: -13% | E: -9 | F: 7% | G: 2% | H: 10% | I: u
19	Nc1ncn[nH]1
  A: 1% | B: -1 | C: -1 | D: -4% | E: 20 | F: 14% | G: -1% | H: 6% | I: 24%
20	OCCOCCO
  A: 10% | B: -6 | C: -7 | D: -30% | E: 22 | F: 0% | G: -3% | H: 0% | I: u
21	CCCCc1nc2ccccc2c(=O)n1-c1ccc(O)cc1
  A: -8% | B: 0 | C: -5 | D: 0% | E: -22 | F: -5% | G: 27% | H: -15% | I: -7%
22	Cc1ncsc1CCOC(=O)c1ccc([N+](=O)[O-])cc1
  A: 11% | B: 3 | C: -10 | D: -7% | E: -4 | F: 18% | G: u | H: 24% | I: -11%
23	CN1CCc2c(c(N3CCCCC3)nc3n[nH]c(N)c23)C1
  A: 1% | B: -3 | C: -16 | D: -6% | E: -20 | F: -11% | G: 25% | H: 7% | I: -5%
24	Cc1ccccc1-[n+]1c(-c2ccccc2)cc(-c2ccccc2)cc1-c1ccccc1
  A: 7.3µM* | B: -1 | C: -90* | D: 2.3µM* | E: 5 | F: 6.5µM* | G: -1% | H: 7.3µM* | I: -11%
25	CC(=NC(C)c1ccccc1)c1c(O)[nH]c(=O)[nH]c1=O (centres undefined)
  A: -29%[9.24 µM] | B: 0 | C: 36 | D: u | E: 25 | F: 4% | G: 23% | H: -17% | I: 0%
26	O=S(=O)(c1cc(Cl)cc(Cl)c1)N1Cc2cc(-c3ccccc3)ccc2-n2nncc2C1
  A: 17% | B: -1 | C: 10 | D: x | E: -10 | F: 0% | G: -1% | H: 12% | I: 0%
27	C=CCn1cc(C=C2C(=O)N(C)C(=O)N(C)C2=O)c2ccccc21
  A: -3% | B: 2 | C: 15 | D: 4% | E: -9 | F: u | G: -3% | H: 7% | I: 27%
28	CN(C)C(=O)Oc1cccc(NC(=O)c2ccccc2C(F)(F)F)c1
  A: 18% | B: 1 | C: 15 | D: -5% | E: 29 | F: 10% | G: 12% | H: 20% | I: 4%
29	CC1(C)C(C=C(Cl)Cl)C1C(=O)OCc1cccc(Oc2ccccc2)c1 (centres undefined)
  A: u | B: -27&-14 | C: 3 | D: -48%&-1%[inhibitor] | E: -13 | F: 0% | G: 9%&22% | H: -1% | I: 5%
30	c1ccc(CCNC2CCCCCC2)cc1
  A: 2% | B: -10 | C: u | D: -15% | E: -8 | F: 7% | G: -2% | H: 7% | I: -2%
31	Cn1cc(C(=O)NP(=O)(N2CCOCC2)N2CCOCC2)c2ccccc21
  A: -1% | B: 6 | C: 6 | D: 4% | E: 16 | F: 0% | G: -1% | H: -1% | I: -3%
32	Cc1c(C(=O)N2CCC3(CC2)OCCO3)oc2ccc(S(=O)(=O)N3CCCCC3)cc12
  A: 3% | B: -2 | C: 8 | D: 1%&2% | E: 9 | F: 5% | G: 1% | H: 5% | I: -15%
33	C=CCn1c(=O)c(C=Nc2cccnc2Cl)c(O)n(CCCC)c1=O
  A: 4% | B: 1 | C: -9 | D: -6% | E: 24 | F: 2% | G: -8% | H: 0% | I: 0%
